# Bioassay records: PubChem, National Center for Advancing Translational Sciences (NCATS)
# GLS inh – inhibitors of human glutaminase (GLS). Potency, µM (titrated, usually from 45.5 µM), for inactives: at the top dose activity change, negative = inhibition, usual class: inhibitors. O94925. GLS enzymatic activity, qHTS titration. actives 0.21% (n = 410,000). AID 624170; further: on the % scale 0 is the no-effect control and ±100 the full control effect
#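 hKGA in 45 mM KH2PO4 pH 8.2, 0.02% Tween-20 with pin-transferred compounds; 1 mM L-glutamine (stock) plus glutamate oxidase/HRP/Amplex Red coupling added. Fluorescence read initially and after 30 min at RT.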
# JMJD2A Tudor – inhibitors of human JMJD2A Tudor domain; O75164; AlphaScreen JMJD2A-Tudor / H3K4me3 peptide binding; Potency, µM (series often up to 114 µM), for the others: at the top dose activity change, negative = inhibition, usual class: inhibitors; actives 4.4% (n = 390,000); further: on the % scale 0 is the no-effect control and ±100 the full control effect; nearly all actives have a fitted effect of over 50% in size
# POLI inh – inhibitors of human DNA polymerase iota; actives 1% (n = 390,000); Potency, µM (titrated, usually from 115 µM), inactives show at the top dose activity, negative = inhibition, most hits filed as inhibitors; Pol iota fluorescent replication assay, 10 min
#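 Pol iota at 10 nM preincubated 15 min with compounds at room temperature; reaction started with fluorescent substrate, 50 nM final. Fluorescence read kinetically at 0 and 10 min; buffer-only wells as negative control.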
# Pin1 inh – blocks the human prolyl isomerase Pin1 | Potency, µM (top dose mostly 115 µM), for inactives: at the highest dose activity, negative = inhibition, hits mostly inhibitors | Pin1 FP peptide displacement, HiFluor488, 10 min | AID 504891 | actives 0.009% (n = 390,000); active means well fitted inhibition curve with a large enough effect in the polarisation, with a control signal flat, not every such curve was filed as active; inconclusive means small, poorly fitted or top-dose-only effect, or effect the other way, or a change in a side signal; inactive means no such curve, though single readings can be large or run the other way; the % refers to the polarisation; further: on the % scale 0 is the no-effect control and ±100 the full control effect
# Target sequence (Q13526 whole entry, looked up): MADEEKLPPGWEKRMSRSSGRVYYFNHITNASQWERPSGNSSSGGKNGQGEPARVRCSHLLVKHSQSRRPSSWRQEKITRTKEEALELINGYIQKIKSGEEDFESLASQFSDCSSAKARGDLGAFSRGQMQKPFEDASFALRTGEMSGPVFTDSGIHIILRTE
# HP1b chromo inh – inhibitors of HP1-beta chromodomain binding to methylated histone tails | P83916 | actives 0.56% (n = 390,000) | AID 540317 | AlphaScreen HP1-beta / biotin-H3K9me3 peptide binding | Potency, µM (top dose mostly 114 µM), inactives show at the highest dose activity change, negative = inhibition, usual class: inhibitors; further: nearly all actives have a fitted effect of over 70% in size; inactives centre near 23
# Target sequence (P83916 whole entry, looked up): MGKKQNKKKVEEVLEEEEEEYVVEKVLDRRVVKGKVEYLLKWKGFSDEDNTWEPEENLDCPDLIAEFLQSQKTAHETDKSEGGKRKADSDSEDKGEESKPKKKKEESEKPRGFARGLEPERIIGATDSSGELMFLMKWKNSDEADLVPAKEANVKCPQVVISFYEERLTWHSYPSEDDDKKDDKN
#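 AlphaScreen: HP1-beta (50 nM) preformed 30 min with biotin-H3(1-18)K9me3 peptide (50 nM) in PBS pH 7.4, 0.01% Tween-20. Compound added for 30 min at RT, then streptavidin donor/nickel chelate acceptor beads (10 ug/mL) for 30 min.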
# G9a inh – G9a (human) methyltransferase inhibition; Q96KQ7; G9a H3K9 monomethylation, AlphaScreen, 2 h; Potency, µM (doses to about 102 µM), for the others: top-dose activity, negative = inhibition, usual class: inhibitors; actives 8.8% (n = 350,000); AID 504332; further: on the % scale 0 is the no-effect control and ±100 the full control effect; nearly all actives have a fitted effect of over 75% in size
# Target sequence (Q96KQ7 913-1193 limits assumed): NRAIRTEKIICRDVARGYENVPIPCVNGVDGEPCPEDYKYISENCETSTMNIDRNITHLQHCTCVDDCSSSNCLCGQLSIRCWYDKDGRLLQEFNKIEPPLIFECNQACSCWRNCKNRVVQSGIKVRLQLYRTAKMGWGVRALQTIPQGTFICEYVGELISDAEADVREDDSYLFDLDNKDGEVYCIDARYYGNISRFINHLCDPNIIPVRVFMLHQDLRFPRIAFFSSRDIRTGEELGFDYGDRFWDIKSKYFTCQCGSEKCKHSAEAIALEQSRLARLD
#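 AlphaScreen detection with an anti-monomethyl H3K9 antibody quantified product after a 2 h room-temperature reaction containing 500 nM biotinylated H3K9 peptide, 20 µM SAM and 20 nM enzyme, which had been preincubated 15 min with compound.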
# Tb PGK inh – T. brucei PGK inhibition | P07378 | PGK/GAPDH coupled, Kinase-Glo luminescence, 60 min | Potency, µM (series often up to 57.5 µM), for the others: at the top dose activity change, negative = inhibition, usual class: inhibitors | actives 0.043% (n = 380,000); further: on the % scale 0 is the no-effect control and ±100 the full control effect; nearly all actives have a fitted effect of over 60% in size
# Target sequence (P07378 whole entry, looked up): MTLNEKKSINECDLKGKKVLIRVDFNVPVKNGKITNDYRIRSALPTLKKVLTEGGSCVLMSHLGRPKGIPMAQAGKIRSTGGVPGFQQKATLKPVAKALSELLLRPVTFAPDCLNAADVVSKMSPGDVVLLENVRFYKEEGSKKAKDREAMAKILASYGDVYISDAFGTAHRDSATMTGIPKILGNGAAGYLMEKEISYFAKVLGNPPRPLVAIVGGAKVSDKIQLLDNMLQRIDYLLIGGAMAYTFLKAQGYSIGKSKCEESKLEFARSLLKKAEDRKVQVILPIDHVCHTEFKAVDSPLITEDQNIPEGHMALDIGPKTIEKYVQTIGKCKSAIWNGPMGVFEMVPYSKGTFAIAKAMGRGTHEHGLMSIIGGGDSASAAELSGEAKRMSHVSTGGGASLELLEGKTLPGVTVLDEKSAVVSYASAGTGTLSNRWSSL
#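 Luminescent ATP detection (Kinase-Glo Plus) follows a 60-minute room-temperature incubation, with wells lacking PGK as controls. Buffer: 100 mM TEA (pH 7.6), 5 mM MgCl2, 0.01% Tween-20. Coupling enzyme GAPDH (100 nM final) supplies unstable 1,3-BPG in-well.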
# BAZ2B inh – BAZ2B (human) inhibition | AlphaScreen BAZ2B-H3K14Ac peptide displacement | Potency, µM (doses to about 114 µM), for the others: top-dose activity change, negative = inhibition, most hits filed as inhibitors | actives 4.4% (n = 360,000) | AID 504333; further: on the % scale 0 is the no-effect control and ±100 the full control effect; nearly all actives have a fitted effect of over 60% in size
#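 In this displacement format the biotinylated H3(5-23) peptide acetylated at Lys14 serves as ligand at 50 nM, with BAZ2B at 50 nM in PBS pH 7.4 containing 0.01% Tween-20. Donor and acceptor beads are 10 ug/mL final.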
# BLM inh – inhibitors of human Bloom syndrome helicase BLM; P54132; recombinant BLM DNA unwinding, fluorescence dequenching; Potency, µM (top dose mostly 56.1 µM), for the others: at the highest dose activity change, negative = inhibition, usual class: inhibitors; actives 0.2% (n = 350,000);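 further: plate controls were vehicle for no effect and no enzyme for full effect; nearly all actives have a fitted effect of over 35% in size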
# * marks the source's active call; other numbers are inactive results; u = inconclusive; x = not tested or not shown; & = joins results of further samples; ! = not confirmed by another sample; [ ] = dose if it differs, or a comment. Unless noted, the call rests on the fitted dose curve; in most records, active means well fitted curve in the direction sought with a large enough effect; inconclusive means small, poorly fitted or top-dose-only effect, or another doubt; inactive means no such curve, though single readings can be large; an effect the other way counts as inactive or inconclusive. Potency means the concentration at half of the fitted maximal effect.
SMILES,GLS inh,JMJD2A Tudor,POLI inh,Pin1 inh,HP1b chromo inh,G9a inh,Tb PGK inh,BAZ2B inh,BLM inh
CCN(CC(=O)N1CCOCC1)S(=O)(=O)c1ccccc1,-16%,4%,147%[activator],0%,23%,18%,-1%,2%,0%
CC1CCCC(NC(=O)COC(=O)c2cccc(NS(=O)(=O)/C=C/c3ccccc3)c2)C1C (stereo not given),10%,-9%,15%,4%,33%,15%[59 µM],0%,-3%,-9%
CCOc1ccc(C2c3c(oc4ccc(C)cc4c3=O)C(=O)N2c2nc(C)c(C)s2)cc1OC (stereo not given),-14%,-16%,-2%,0%,12%,2%[59 µM],-1%,2%,-5%
C/C(=N\NC(=O)CN1CCN(Cc2ccccc2)CC1)c1ccncc1,11%,2%,46%[activator],-7%,35%,12%,-1%,-10%,0%
Cc1cc(C)c(N=C2CCCN2Cc2ccccc2)c(C#N)c1,2%,54%[activator],2%,-7%,94%[activator],14%[59 µM],0%,43%[activator],-2%
Cc1c(Cl)ccc2sc(NC(=O)C3CC3)nc12,8%,-12%,u,0%,27%,-13%,-5%,10%,-2%
CC(=O)c1cccc(NC(=O)CCn2c(=O)oc3ccccc32)c1,-5%,-6%,9%,4%,3%,-1%,4%,-9%,-6%
C[C@H](NC(=O)Nc1cccc(C(F)(F)F)c1)C(=O)O,-14%,-14%,14%,1%,11%,16%[59 µM],4%,-3%,-6%
Nc1nnnn1/N=C\c1ccc(Cl)c([N+](=O)[O-])c1,5%,-15%,6%,5%,58%[activator],40%[0.0925 µM],0%,3%,-3%
O=C(CN1C(=O)S/C(=C\C=C\c2ccccc2)C1=O)N1CCCCC1,0%,-8%,18%,-4%,33%,u,-8%,-20%,-1%
CC[C@]12c3[nH]c4ccc(OC)cc4c3CCN1C(=O)C(CC(=O)NCc1ccc(OC)c(OC)c1)C[C@@H]2C(=O)N1CCN(C(=O)C2CC2)CC1 (stereo not given in full),2%,-35%,0%,-6%,12%,x,-9%,x,x
O=C(COC(=O)c1cc(-c2ccc(F)cc2)nc2ccccc12)NCC1CCCO1 (stereo not given),-1%,-3%,12%,0%,38%,10%,-9%,-1%,-4%
O=C(Nc1ccc2c(c1)OCCO2)C1CC(c2ccc(F)cc2)=NO1 (stereo not given),1%,0%,51%[activator],-6%,42%[activator],12%,0%,-2%,0%
COc1ccc(-c2nn(-c3ccccc3)cc2/C=C/C(=O)N2CCN(c3ccccn3)CC2)cc1,-10%,-23%,33%,5%,5%,u,-3%,-34%,-11%
N#C/C(=C\c1cc2ccccc2nc1N1CCCCC1)C(N)=O,-12%,-7%,134%[activator],5%,34%,3%[59 µM],-9%,-8%,u
COC(=O)c1cc(C)nc2c1c(=O)nc(SCc1cccc(C)c1)n2C1CC1,-1%,-17%,-5%,-10%,17%[57 µM],0%[59 µM],-2%,1%,-1%
Cc1ccc(NC(=S)NC(NC(=O)c2ccccc2C)C(Cl)(Cl)Cl)c(C)c1 (stereo not given),-1%,-5%,-13%,4%,57%[activator],u,-7%,-26%,-1%
C#CCOCCOCCOCCNc1nc(N2CCN(C(=O)Cn3cc(CCCN=C(N)N)nn3)CC2)nc(N2CCN(C(=O)[C@H](CCCCN)n3cc(CCC(=O)O)nn3)CC2)n1,-2%,-4%,-24%,-6%,23%,-8%[2.33 µM],-3%,-9%,x
Cc1ccc(S(=O)(=O)N2Cc3ccccc3CC2C(=O)Nc2cc(C)on2)cc1 (stereo not given),-1%,-17%,11%,-1%,36%,-11%[59 µM],-7%,2%,-10%
Cn1c(=O)oc2cc(S(=O)(=O)N3CCC(C(=O)NCCc4ccccc4)CC3)ccc21,1%,-10%,41%[activator],8%,30%,x,2%,3%,0%
CC(C)c1ccc(NC(=O)c2ccc3c(c2)C(=O)N(Cc2cccnc2)C3=O)cc1,-4%,-18%,-20%,-20%,17%,100%[activator],-5%,6%,-14%
COc1cc(C)nc(OCCNS(=O)(=O)c2cc(C)ccc2C)n1,-11%,5%,6%,0%,21%,0%[2.33 µM],5%,3%,-2%
CCCn1cc(S(=O)(=O)c2ccc(OC)cc2)c(=O)c2cc(OCC)ccc21,5%,-25%,26%,3%,54%[activator],4%,-7%,-12%,-1%
c1ccc(CNCc2ccc3c(c2)OCO3)nc1,-3%,u,4%,7%,14%,-10%[59 µM],-4%,u,1%
CC1=C(C(=O)Nc2ccccc2C(=O)NC2CCCCC2C)SCCO1 (stereo not given),0%,-32%,19%,-12%,13%,-13%,-5%,u,-3%

# Complete entries, looked up by structure:
# Profile of O=C(COC(=O)c1cc(-c2ccc(F)cc2)nc2ccccc12)NCC1CCCO1 (stereo not given) = GLS inh: -1%; JMJD2A Tudor: -3%; POLI inh: 12%; Pin1 inh: 0%; HP1b chromo inh: 38%; G9a inh: 10%; Tb PGK inh: -9%; BAZ2B inh: -1%; BLM inh: -4%
# Profile of COc1ccc(-c2nn(-c3ccccc3)cc2/C=C/C(=O)N2CCN(c3ccccn3)CC2)cc1 = GLS inh: -10%; JMJD2A Tudor: -23%; POLI inh: 33%; Pin1 inh: 5%; HP1b chromo inh: 5%; G9a inh: u; Tb PGK inh: -3%; BAZ2B inh: -34%; BLM inh: -11%

# Continued.
SMILES,GLS inh,JMJD2A Tudor,POLI inh,Pin1 inh,HP1b chromo inh,G9a inh,Tb PGK inh,BAZ2B inh,BLM inh
Fc1ccccc1C1CC(c2ccco2)=Nc2ccccc2S1 (stereo not given),-1%,u,u,-2%,-11%,5%[12.7 µM],-1%,u,1%
C[C@]12CC[C@@H]3c4ccc(O)cc4CC[C@H]3[C@@H]1CC[C@@H]2O,2%&19%,-24%,-1%,15%,24%,20µM*!,-10%,-36%,-7%&1%&6%
CCc1ccccc1NC(=O)c1cc2ncc(Br)cn2n1,-7%,-29%,-39%,-10%,3%,-30%[59 µM],-6%,u,-16%
CC1(C)Cc2ccccc2-c2nc(NCCCO)n(-c3ccccc3)c(=O)c21,-1%,36%,13%,u,25%,-7%,-2%,14%,-3%
O=C(CC1C(=O)NCCN1Cc1c(F)cccc1Cl)NCc1ccccc1 (stereo not given),5%,-5%,58%[activator],-7%,46%[activator],x,-1%,39%[activator],-12%
CC(=O)c1sc(NC(=O)COc2ccc([N+](=O)[O-])cc2)nc1C,-2%,-20%,5%,8%,32%,x,-3%,-3%,-6%
CCOC(=O)C(=CNc1cc(C)nn1C(C)(C)C)C(=O)OCC,2%,0%,6%,-4%,16%,0%[12.7 µM],-2%,1%,-2%
Cc1cccc(NC(=O)c2cc(-c3ccccn3)nc3ccccc23)c1C,-12%,-33%,37%[activator],2%,-7%,u,-3%,-27%,-3%
COCCN(C(=O)c1ccc(C)o1)c1c(N)n(CC(C)C)c(=O)[nH]c1=O,14%,-20%,-2%,0%,-3%,-2%[12.7 µM],-4%,9%,x
O=C(Nc1ccc(C(=O)N2CCOCC2)cc1)C1CCCC1,-1%,-10%,-18%,7%,25%,x,-7%,x,x
Cc1cc(C)c(NC(=O)Cn2c(=O)n(CCC(=O)N3CCc4ccccc4C3)c(=O)c3ccccc32)c(C)c1,3%,-17%,1%,-2%,36%,-7%[59 µM],0%,u,-5%
COC(=O)C1CC(O)CN1S(=O)(=O)c1cccs1 (stereo not given),-3%,-6%,38%[activator],4%,27%,8%,0%,-5%,0%
Cc1ccccc1NC(=O)CCS(=O)(=O)c1cc(Br)cc2c1N(C(=O)C1CC1)CC2,-9%,-2%,8%,-1%,12%,-3%[59 µM],-5%,-2%,2%
COc1cc(CCC(=O)OCC(=O)NCc2ccccc2)cc(OC)c1OC,2%,-1%,1%,8%,45%[activator],-3%,5%,-7%,-1%
Cc1ccc(NC(=O)CN(C)c2ccc(S(=O)(=O)N3CCN(C)CC3)cn2)cc1,-17%,0%,-9%,4%,36%[activator],-2%[59 µM],-1%,16%,0%
Nn1c(Cc2ccccc2F)nnc1SCC(=O)N1CC(=O)Nc2ccccc21,10%,-27%[57.1 µM],31%[activator],0%,40%[activator],u,3%,7%,0%
N#Cc1cccc(Oc2ccc(-c3cnc4ccccc4n3)cc2)c1C#N,-3%,-25%,8%,2%,15%,9%[59 µM],-1%,-3%,-13%
CCOc1ccc(N(CC(=O)NCCc2ccc(F)cc2)S(=O)(=O)c2ccccc2)cc1,-3%,-7%,74%[activator],3%,42%[activator],55%[activator],-6%,-20%,-11%
Cc1ccc(-n2c(SCC(=O)N3CCOCC3)nnc2-c2cccnc2)cc1C,-8%,-7%,18%,-4%,27%,10%[59 µM],3%,-2%,-1%
COc1ccccc1CCNC(=O)c1cc(C2CC2)nc2c1cnn2C(C)C,-5%,-1%,42%[activator],3%,50%[activator],4%[0.501 µM],1%,3%,x
COc1cc(SC)ccc1C(=O)N1CCCCCC1,3%,-13%[57.1 µM],1%,-1%,39%[activator],12%[59 µM],-6%,-2%,-11%
CCCn1cc(S(=O)(=O)c2ccc(OC)cc2)c(=O)c2cc(F)c(N3CCCC(C)C3)cc21 (stereo not given),1%,-21%,-2%,42%[activator],15%,-3%[59 µM],-1%,-3%,-11%
Cc1cccc(NC(=O)c2ccc(NCCc3ccccc3)c([N+](=O)[O-])c2)c1,-2%,-13%,-9%,u,5%,-7%[59 µM],7%,-3%,3%
O=C(COC(=O)c1cccc(O)c1)Nc1ccc(S(=O)(=O)N2CCOCC2)cc1,11%,-11%,13%,-4%,29%,-1%[12.7 µM],0%,-4%,x
CCOC(=O)CC(NC(=O)Cc1cccs1)c1ccccc1Cl (stereo not given),9%,-19%,112%[activator],2%,-1%,8%,-4%,-12%,-9%
O=C(Nc1nnc(-c2ccccc2Cl)o1)c1ccc(S(=O)(=O)N2CCCCCC2)cc1,3%,-12%,10%,16%,52%,-4%,-9%,7%,-3%
C=CC(=O)Nc1cccc(Oc2ccnc(Nc3ccc(N4CCN(C)CC4)cc3)n2)c1,35%[activator],45µM*,u,10%,u,x,-6%,x,x
CCOc1ccc(NC(=O)CCn2cccc2)cc1,-5%,-12%,-10%,-5%,-3%,u,-1%,u,-1%

# These rows are one share of the data (hit frequency here may not be typical).
